High-throughput results as filed in PubChem.
cln2 rad14 – NCI yeast anticancer drug screen, S. cerevisiae cln2 rad14 strain | growth inhibition, % at 50 µM | 78,000 tested, 8.3% active | AID 165;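 further: 0% = growth of vehicle-only cultures of the same strain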
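Readout is yeast growth inhibition versus vehicle-treated controls, using a strain with cln2 and rad14 alterations exposed to compound.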
rad50 – NCI yeast anticancer drug screen, S. cerevisiae rad50 strain. growth inhibition, % at 50 µM. 79,000 tested, 10% active. AID 155;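 further: 0% = growth of vehicle-only cultures of the same strain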
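A DNA repair-deficient yeast mutant serves as the test organism; compound-induced growth inhibition is calculated against vehicle-treated cells.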
sgs1 mgt1 – NCI yeast anticancer drug screen, S. cerevisiae sgs1 mgt1 strain; AID 161; 78,000 tested, 10% active; % growth inhibition at 50 µM;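 further: 0% = growth of vehicle-only cultures of the same strain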
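Genetically altered yeast, compound exposure, growth inhibition relative to vehicle.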
mlh1 rad18 – NCI yeast anticancer drug screen, S. cerevisiae mlh1 rad18 strain. growth inhibition, % at 50 µM. 79,000 tested, 11% active;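 further: 0% = growth of vehicle-only cultures of the same strain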
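Yeast w/ defined DNA-repair lesions; compound exposure; growth vs vehicle controls → % inhibition.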
mec2-1 – NCI yeast anticancer drug screen, S. cerevisiae mec2-1 strain; growth inhibition, % at 50 µM; 79,000 tested, 9% active; AID 157;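 further: 0% = growth of vehicle-only cultures of the same strain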
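Readout is yeast growth inhibition, normalised to vehicle-treated controls, in the mec2-1 strain exposed to compound.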
bub3 – NCI yeast anticancer drug screen, S. cerevisiae bub3 mutant strain. % growth inhibition at 50 µM. 78,000 tested, 9.9% active;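 further: 0% = growth of vehicle-only cultures of the same strain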
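Readout: yeast growth inhibition, expressed relative to vehicle-only wells. The test organism is a mutant strain from a panel with lesions in DNA repair or checkpoint genes.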
An asterisk follows results filed as active. No stated cut-off is given here; in the data, active means growth inhibition above about 70%; inactive means the rest. An excerpt; count on the stated rates, not on these rows.

SMILES	cln2 rad14	rad50	sgs1 mgt1	mlh1 rad18	mec2-1	bub3
CCCC(=O)[O-].N.N.N.N.N.[Co+3].[O-][Cl+3]([O-])([O-])[O-]	8.0	-23.8	-41.0	-21.9	-2.3	1.7
CCCC(=O)O	22.4	-20.8	-26.9	-15.4	-15.6	-14.9
